# MEKK3 PB1 HTS: raises or lowers MEK5 binding to the human MEKK3 PB1 domain; AID 1529; 290,000 tested, 1.4% active; bead-based flow cytometry, Alexa488-MEK5 binding to MEKK3; actives lie on both sides; 0 = blocked by unlabeled MEK5, 100 = vehicle; binding response (% of control), % at 10 µM; Q99759;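 active = binding response more than 3 SD above or below the average of its plate-row segment, actives on both sides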;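 note: Alexa488 bead fluorescence after subtracting the streptavidin-only scavenger bead signal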
# MEKK2 WT-MEK5: raises or lowers MEK5 binding to wildtype human MEKK2 PB1 domain. Q9Y2U5. bead flow cytometry, Alexa488-MEK5 binding to MEKK2 WT; actives lie on both sides. binding response (% of control), % at 10 µM. 290,000 tested, 1.1% active; in the data active = binding response below about 67% or above about 130%
# OXTR agonist: agonists of human oxytocin receptor; CHO-OTR cells, Fluo-8 calcium fluorescence; normalized: DMSO 0%, oxytocin 100%; activation, % at 3 µM; 320,000 tested, 0.32% active; AID 2435;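 active = activation above the mean of all tested compounds plus 3 SD, cutoff set per screening run, cut at about 20% in these data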;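 note: peak over basal fluorescence ratio from a 100 s FLIPR kinetic read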
# Target sequence (P30559 whole entry, looked up): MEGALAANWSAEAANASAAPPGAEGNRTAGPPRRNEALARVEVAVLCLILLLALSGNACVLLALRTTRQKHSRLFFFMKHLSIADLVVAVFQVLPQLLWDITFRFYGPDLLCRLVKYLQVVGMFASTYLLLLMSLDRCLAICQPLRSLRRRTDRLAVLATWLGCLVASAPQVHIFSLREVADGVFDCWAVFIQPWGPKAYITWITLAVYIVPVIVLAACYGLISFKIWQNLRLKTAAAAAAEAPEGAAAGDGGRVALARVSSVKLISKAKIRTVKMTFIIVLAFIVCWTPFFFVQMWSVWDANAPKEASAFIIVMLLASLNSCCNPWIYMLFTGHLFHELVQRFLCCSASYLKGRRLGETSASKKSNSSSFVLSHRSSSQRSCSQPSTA
# MEKK2 mut-MEK5: signal of MEK5 binding to mutant human MEKK2 PB1 domain; bead flow cytometry, Alexa488-MEK5 binding to MEKK2 mutant; percent response, % at 10 µM; 290,000 tested, 0.35% active; AID 1530; in the data active = percent response above about 24%, passing the limit was not always enough; note: inactives centre near 1; some results filed as inactive read as strong as hits; reference of the scale not given here
# GPR7 antag: human neuropeptides B/W receptor 1 antagonism; inhibition, % at 4.4 µM; GPR7-expressing cells, fluorescence antagonist assay; P48145; 290,000 tested, 1.1% active; AID 1861; in the data active = inhibition above about 16%, passing the limit was not always enough;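 note: cells stimulated with the agonist NPW; 0% = agonist with vehicle and 100% = vehicle without agonist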
# Target sequence (P48145 whole entry, looked up): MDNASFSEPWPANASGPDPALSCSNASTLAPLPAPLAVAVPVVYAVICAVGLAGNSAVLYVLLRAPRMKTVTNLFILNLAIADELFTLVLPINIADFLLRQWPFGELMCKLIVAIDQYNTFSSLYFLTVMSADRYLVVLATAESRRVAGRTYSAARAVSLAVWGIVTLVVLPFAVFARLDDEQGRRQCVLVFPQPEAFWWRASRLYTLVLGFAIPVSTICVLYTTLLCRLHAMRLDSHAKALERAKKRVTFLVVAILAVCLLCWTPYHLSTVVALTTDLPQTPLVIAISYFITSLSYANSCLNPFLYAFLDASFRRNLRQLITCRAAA
# V1R ag counter: V1a receptor agonism, counter-screen for OXTR agonists | CHO-V1R cells, Fluo-8 calcium fluorescence, agonist mode; 0% DMSO, 100% 3 nM vasopressin | activation, % at 3 µM | 320,000 tested, 0.25% active | AID 2797;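 active = activation above the mean activation of all tested compounds plus 3 SD, per screening run, cut at about 20% in these data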;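 note: signal is peak over basal fluorescence ratio across a 100 second FLIPR read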
# PHOSPHO1 inh: inhibitors of human PHOSPHO1 phosphatase. AID 1565. recombinant PHOSPHO1, absorbance phosphatase assay. inhibition, % at 13.3 µM. 290,000 tested, 1.1% active; in the data active = inhibition above about 60%
# GalR3 antag: human GalR3 antagonism. O60755. HEK293 GalR3-CNG cAMP membrane potential fluorescence; galR3 body fused to GalR1 C-terminus. inhibition, % at 3 µM. 360,000 tested, 0.44% active;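 active = inhibition above the screen-wide average plus 3 SD, cut at about 13% in these data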;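 note: forskolin and galanin both at EC90 stimulate the cells; cAMP rise reported by CNG channel membrane potential dye signal; 0% = forskolin plus galanin with DMSO and 100% = forskolin alone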
# Target sequence (O60755 1-299 limits assumed): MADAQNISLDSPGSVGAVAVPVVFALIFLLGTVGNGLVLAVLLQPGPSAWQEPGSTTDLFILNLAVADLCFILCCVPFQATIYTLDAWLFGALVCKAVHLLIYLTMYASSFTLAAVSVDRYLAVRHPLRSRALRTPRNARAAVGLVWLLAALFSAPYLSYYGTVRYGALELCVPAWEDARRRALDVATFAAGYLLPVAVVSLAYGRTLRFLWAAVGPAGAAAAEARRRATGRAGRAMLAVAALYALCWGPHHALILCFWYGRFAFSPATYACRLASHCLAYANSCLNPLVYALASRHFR
# NALP1 inh: blocks the NALP1 inflammasome reconstituted in yeast; S. cerevisiae NALP1/ASC/caspase-1 growth, X-gal OD620, 72 h; 280,000 tested, 0.61% active; inhibition, % at 10 µM; AID 2071; in the data active = inhibition mostly above about 24%, no sharp cut-off; inactive = mostly below about 32%; note: some compounds called inactive have numbers as strong as hits
# * hit, by the source's call; · = no result given; [ ] = another dose, or the depositor's remark.
SMILES,MEKK3 PB1 HTS,MEKK2 WT-MEK5,OXTR agonist,MEKK2 mut-MEK5,GPR7 antag,V1R ag counter,PHOSPHO1 inh,GalR3 antag,NALP1 inh
O=S(=O)(NCC1(N2CCOCC2)CCCCC1)c1ccc(Cl)cc1C(F)(F)F,101,105,-1.1,9,-10,-0.5,18,-4,4
Cc1ccc(OCC(=O)OCc2c(C)noc2C)cc1C,101,109,0.4,6,0,-0.2,12,1,-13
O=C1CCc2cc(S(=O)(=O)N3CCC(C(=O)NCc4ccccc4Cl)CC3)ccc2N1,101,100,0.8,1,-8,0.8,22,-2,-3
CC(=O)OCCn1c(Br)nc2c1c(=O)[nH]c(=O)n2C,97,95,1.5,-6,-12,0.8,14,5,14
N#C/C(=C\N1CCOCC1)C(N)=O,110,105,1.3,18,-13,0.6,28,-6,21
Cc1nc(CS(=O)(=O)c2ccc(Cl)cc2)cc(N2CCOCC2)n1,106,109,1.5,20,-13,0.7,0,3,-6
NS(=O)(=O)c1ccc(NC(=O)CN2CCN(S(=O)(=O)/C=C/c3ccccc3)CC2)cc1,110,105,-0.3,4,-5,0.3,35,-6,·
Cc1ccc(C(=O)N(C)Cc2ccccc2)cc1S(=O)(=O)N1CCOCC1,101,100,0.3,-2,-2,1.5,32,2,8
COc1ccccc1CNC(=O)c1cc(=O)c2ccccc2o1,106,102,1.7,3,9,3.0,12,-3,13
O=C1NC(=Nc2ccc3ccccc3c2)S/C1=C/c1ccco1,91,84,-2.1,-6,-4,-1.7,-94,-5,2
Cc1ccc(N2CCN(S(=O)(=O)c3ccc(Cl)s3)CC2C)cc1 (configuration not stated),104,106,-0.9,6,10,0.7,0,-6,11
CCn1nc(NS(=O)(=O)c2cccc3nonc23)c2cc3ccc(C)cc3nc21,100,101,-0.6,0,-2,1.5,21,·,-12
COc1ccc(CNc2ccc3c(c2)nc(C)n3C)cc1OC,103,103,0.4,3,-6,-0.1,·,-7,4
O=C(Cn1ncc2c(=O)oc3ccccc3c21)N1CCC(N2CCCCC2)CC1,96,102,1.2,-1,-6,0.6,-18,·,23
CN1C2C=C3C(C#N)=C(N)C(C#N)(C#N)[C@@H](c4ccc(Cl)cc4)[C@@H]3C1CC2 (some centres not stated),112,111,-0.6,9,2,1.0,5,-2,3
CC(C)CCN1C(=O)c2ccc(C(=O)Nc3ccc(O)cc3C(=O)O)cc2C1=O,106,108,-0.1,2,-7,-1.1,39,-7,-5
COc1ccccc1-n1cnnc1SCC(=O)Nc1cccc(S(=O)(=O)N2CCCCC2)c1,94,93,4.5,-2,6,4.5,3,0,33
Cc1nc2ccccc2nc1OCc1cccc([N+](=O)[O-])c1,101,95,-0.7,-3,-2,0.1,34,-9,-9
COc1cccc(C(=O)N2CCC(C(=O)NCc3ccc(C)cc3)CC2)c1,98,96,0.0,-9,-9,2.9,51,-11,16
COc1ccccc1N(CC(=O)NCc1ccccc1C)S(=O)(=O)c1ccc(C)cc1,101,102,-1.6,-1,10,-1.4,46,-13,3
Cn1cnc2c1c(=O)n(CC(O)CO)c(=O)n2C (configuration not stated),86,104,0.9,5,-10,-0.4,-1,-3,-2
COc1ccc(NC(=O)C2CCN(c3nc(-c4ccc(OC)cc4)no3)CC2)cc1,101,103,-1.0,5,-13,1.9,25,·,13
O=C1c2ccccc2C(=O)N1CC1CCCO1 (configuration not stated),88,95,-0.2,-1,-10,0.4,22,·,34
O=C(CCCN1C(=O)CCC1=O)Nc1ccccc1F,103,103,0.8,4,-13,0.4,20,-9,-3
O=C(NC1CCCC1)C(c1ccc(F)cc1)N(C(=O)Cc1cccs1)c1ccc2c(c1)OCCO2 (configuration not stated),109,104,-1.6,6,4,-0.5,36,-2,12

# An excerpt from above in order of molecular weight, ascending.
SMILES,MEKK3 PB1 HTS,MEKK2 WT-MEK5,OXTR agonist,MEKK2 mut-MEK5,GPR7 antag,V1R ag counter,PHOSPHO1 inh,GalR3 antag,NALP1 inh
N#C/C(=C\N1CCOCC1)C(N)=O,110,105,1.3,18,-13,0.6,28,-6,21
O=C1c2ccccc2C(=O)N1CC1CCCO1 (configuration not stated),88,95,-0.2,-1,-10,0.4,22,·,34
Cc1nc2ccccc2nc1OCc1cccc([N+](=O)[O-])c1,101,95,-0.7,-3,-2,0.1,34,-9,-9
COc1ccccc1CNC(=O)c1cc(=O)c2ccccc2o1,106,102,1.7,3,9,3.0,12,-3,13
COc1ccc(CNc2ccc3c(c2)nc(C)n3C)cc1OC,103,103,0.4,3,-6,-0.1,·,-7,4
CC(=O)OCCn1c(Br)nc2c1c(=O)[nH]c(=O)n2C,97,95,1.5,-6,-12,0.8,14,5,14
CN1C2C=C3C(C#N)=C(N)C(C#N)(C#N)[C@@H](c4ccc(Cl)cc4)[C@@H]3C1CC2 (some centres not stated),112,111,-0.6,9,2,1.0,5,-2,3
O=C(Cn1ncc2c(=O)oc3ccccc3c21)N1CCC(N2CCCCC2)CC1,96,102,1.2,-1,-6,0.6,-18,·,23
CC(C)CCN1C(=O)c2ccc(C(=O)Nc3ccc(O)cc3C(=O)O)cc2C1=O,106,108,-0.1,2,-7,-1.1,39,-7,-5
COc1ccc(NC(=O)C2CCN(c3nc(-c4ccc(OC)cc4)no3)CC2)cc1,101,103,-1.0,5,-13,1.9,25,·,13
COc1ccccc1N(CC(=O)NCc1ccccc1C)S(=O)(=O)c1ccc(C)cc1,101,102,-1.6,-1,10,-1.4,46,-13,3
O=C1CCc2cc(S(=O)(=O)N3CCC(C(=O)NCc4ccccc4Cl)CC3)ccc2N1,101,100,0.8,1,-8,0.8,22,-2,-3

# Copied from the list:
# `Cc1nc2ccccc2nc1OCc1cccc([N+](=O)[O-])c1` in GalR3 antag is entered as -9
# `O=C(CCCN1C(=O)CCC1=O)Nc1ccccc1F` in PHOSPHO1 inh is entered as 20

# (further entries)
SMILES,MEKK3 PB1 HTS,MEKK2 WT-MEK5,OXTR agonist,MEKK2 mut-MEK5,GPR7 antag,V1R ag counter,PHOSPHO1 inh,GalR3 antag,NALP1 inh
CC1CCC(N2CCN(C(=O)c3ccccc3F)CC2)CC1 (configuration not stated),100,101,0.1,10,-16,0.7,58,-6,-43
Cc1ccc2c(c1)COc1c3ccc(C(=O)NC(C)C)cc3nn1-2,94,92,-0.5,4,·,-1.0,26,-1,11
COc1ccc(-n2c(SCc3ccc(C#N)cc3)nnc2-c2ccccn2)cc1,100,102,-1.2,1,-1,0.2,37,7,·
Cc1ccc(N2CC(C(=O)NCC3CCCO3)CC2=O)cc1Cl (configuration not stated),96,99,-0.7,2,-6,-0.4,11,-4,23
O=C(O)c1cccc2c1C(=O)c1cccc3snc-2c13,100,99,0.7,3,-15,0.0,-15,4,3
Cc1cccc(OCc2ccc(C(=O)Nc3cc(C)on3)o2)c1,101,90,-0.1,-8,2,1.3,36,-12,14
CCOc1ccc(N2C(=O)CC(Cc3cc(C)cc(C)c3)C2=O)cc1 (configuration not stated),105,110,·,-1,3,·,41,-10,21
Cc1cccc(-c2nc(S(=O)(=O)c3ccc(F)cc3)c(NCCCN3CCOCC3)o2)c1,100,111,0.5,3,5,2.6,28,-2,10
Cc1occc1C(=O)N/N=C/C1=C(N2CCOCC2)C(=C\c2ccc(Cl)cc2)/CC1,114,96,0.2,-1,0,0.4,6,2,31
c1ccc2cc(OCc3nc4ccccc4[nH]3)ccc2c1,104,103,1.4,-1,-15,0.8,-10,-5,3
CN(CC(=O)Nc1cccc(F)c1)CC(=O)Nc1ccccc1[N+](=O)[O-],108,90,13,-8,1,9.9,-5,-4,7
O=C(Cn1nnc(-c2ccccc2)n1)N1CCCCC1,104,107,0.8,16,-6,1.2,40,3,20
O=C(NCCCN1CCN(c2cccc(Cl)c2)CC1)c1ccc(N2CCCC2=O)cc1,98,111,1.4,7,2,0.7,-29,-6,22
CCOc1ccc2nc3cc(NCc4ccc(OC)cc4)ccc3c(N)c2c1,82*[inhibitor],163*,1.8,139*,-8,-0.5,33,·,15
CCc1nc(NCc2cccnc2)c2oc3ccccc3c2n1,100,95,1.4,-2,-14,1.7,-2,-5,14
COc1ccccc1NC(=O)C(=O)N/N=C/c1cccs1,105,102,-1.4,-1,-7,-0.3,-4,-1,4
Cc1oc2c(C)c(O)ccc2c(=O)c1-c1nncn1-c1ccccc1,105,98,0.0,-1,1,1.6,38,-7,10
C=CCOc1ccc(/C=C/C(=O)Nc2ccc(C(=O)NC)cc2)cc1,85,88,0.9,-4,-4,2.6,5,-1,29
COc1ccc(OC)c(S(=O)(=O)NCCCc2ccccc2)c1,105,106,-0.9,0,0,2.0,·,-5,4
O=C(Nc1ccc(C(=O)OC[C@@H]2CCCN3CCCC[C@H]23)cc1)c1cccc(Br)c1,91,114,6.5,-1,2,4.8,-13,-1,38
N#CC1(c2ccccc2)CCCN1C(=O)c1ccccc1Br (configuration not stated),109,111,-0.7,18,-8,0.1,14,-3,-13
O=C(c1ccc(Br)o1)N1CCc2ccccc21,91,86,-2.1,-9,-13,-1.5,20,·,-5
Cc1ccc2c(c1)N(CC(=O)NC1CCC(C)CC1)C(=O)CO2 (configuration not stated),108,104,-0.6,8,-6,-0.4,6,-4,-4
CCCn1nc(NC(=O)c2ccco2)c2cc3cc(C)ccc3nc21,104,99,-4.3,3,-14,-0.9,16,-9,22
O=C(CCn1cnc2ccccc2c1=O)Nc1ccc(S(=O)(=O)N2CCCC2)cc1,105,108,0.2,4,-2,-0.4,-13,-5,·
# Going on with the list:
SMILES,MEKK3 PB1 HTS,MEKK2 WT-MEK5,OXTR agonist,MEKK2 mut-MEK5,GPR7 antag,V1R ag counter,PHOSPHO1 inh,GalR3 antag,NALP1 inh
Cc1ccc(NS(=O)(=O)c2ccc(CCC(=O)NCc3cccnc3)cc2)cc1,101,102,0.5,-1,-12,1.6,21,-2,25
COc1ccc(C2SCC(=O)N2c2nnc(C34CC5CC(CC(C5)C3)C4)s2)cc1 (configuration not stated),96,100,0.1,0,-10,0.1,-8,-3,22
COc1cc(/C=N/O)cc(Br)c1OC,94,104,-1.5,1,0,0.4,0,1,32
Cc1ccc(C(=O)COC(=O)c2cccc(NC(=O)c3ccc([N+](=O)[O-])cc3[N+](=O)[O-])c2)cc1,80,85,-0.3,-15,1,0.4,7,-3,3
Cc1nc2nc(COc3ccccc3)[nH]n2c(=O)c1Cl,101,101,-0.5,-2,-7,0.3,-12,-2,2
COc1ccc(NC(=S)N2CCC(c3ccc(C)cc3)C2)cc1 (configuration not stated),103,106,-0.4,3,-8,-0.4,15,-7,4
Nc1ccc(C2(c3ccc(N)cc3)OC(=O)c3ccccc32)cc1,107,109,-0.5,12,-6,0.8,19,-8,18
O=c1c2ccccc2n2c(-c3cccc(F)c3)nnc2n1Cc1ccccc1,104,112,-2.0,12,2,0.2,-21,-5,16
Cn1c(-c2ccccc2)c(C(=O)CC#N)c2ccccc21,100,91,-1.8,-2,-7,-0.6,32,-5,9
COc1ccc(-n2c3c(cc(C(=O)N4CCC(C)CC4)c2=O)C(=O)CC(C)(C)C3)cc1,102,103,-1.3,4,-14,0.2,-11,-3,-4

# High-throughput results deposited in PubChem by several laboratories.
